# Screening results (PubChem BioAssay)
# Anesthetic bind – candidate novel general anesthetic via apoferritin binding. P02791. apoferritin/1-aminoanthracene competitive binding, fluorescence. 350,000 compounds, 0.074% hits. Potency, µM (series often up to 77.5 µM), for inactives: at the top dose activity change, negative = displacement, most hits filed as inhibitors. AID 485281; note: potency is the fitted concentration of half-maximal effect; % is set by controls: 0 for no effect and ±100 for the full control effect; nearly all actives have a fitted effect of over 20% in size
#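 10 uM apoferritin + 50% sat. 1-AMA, PBS; cpd 10 min RT; Ex380/Em535 endpoint; normalized to free probe vs complex; 4-param Hill fit; propofol titration as pos. ctrl.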
# POLK inh – blocks human DNA polymerase kappa activity; AID 588579; purified Pol kappa, fluorescent DNA synthesis assay, 10 min; Potency, µM (top dose mostly 107 µM), for the others: at the highest dose activity, negative = inhibition, most hits filed as inhibitors; 400,000 compounds, 0.53% hits; note: potency is the fitted concentration of half-maximal effect; % is set by controls: 0 for no effect and ±100 for the full control effect
#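 Inhibition of 10 nM Pol kappa is measured by a fluorescent read-out at 0 and 10 min following addition of 50 nM substrate (final), with a 15-min room-temperature compound preincubation.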
# APEX1 inh – inhibitors of human APE1 endonuclease | P27695 | recombinant APE1, TAMRA/BHQ-2 abasic DNA cleavage fluorescence | Potency, µM (highest dose often 65.8 µM), inactives show at the highest dose activity change, negative = inhibition, hits mostly inhibitors | 350,000 compounds, 0.35% hits | AID 2517;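 note: potency is the fitted concentration of half-maximal effect; plate controls were vehicle for no effect and reference inhibitor for full effect; nearly all actives have a fitted effect of over 55% in size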
# Target sequence (P27695 whole entry, looked up): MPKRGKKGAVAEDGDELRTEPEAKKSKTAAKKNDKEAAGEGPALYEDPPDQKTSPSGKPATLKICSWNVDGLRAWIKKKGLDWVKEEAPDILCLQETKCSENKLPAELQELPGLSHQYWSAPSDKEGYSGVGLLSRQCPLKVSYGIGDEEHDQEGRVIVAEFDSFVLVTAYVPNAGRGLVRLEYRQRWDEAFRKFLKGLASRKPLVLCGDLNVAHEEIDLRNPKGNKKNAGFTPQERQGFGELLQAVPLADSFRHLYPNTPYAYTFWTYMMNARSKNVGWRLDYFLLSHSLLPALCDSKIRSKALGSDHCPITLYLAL
#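 0.75 nM APE1 + cpd, 15 min RT; start w/ 50 nM TAMRA/BHQ-2 THF-abasic dsDNA; kinetic fluor 525/598 nm ×3 reads @60 s; Δ(read3−read1); normalized to DMSO and NSC13755 control wells.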
# ALOX12 inh – ALOX12 (human) lipoxygenase inhibition | 580,000 compounds, 1.1% hits | Potency, µM (titrated, usually from 108 µM), for the others: top-dose activity change, negative = inhibition, hits mostly inhibitors | purified 12hLO, xylenol orange hydroperoxide absorbance; note: potency is the fitted concentration of half-maximal effect; % is set by controls: 0 for no effect and ±100 for the full control effect
# Target sequence (P18054 whole entry, looked up): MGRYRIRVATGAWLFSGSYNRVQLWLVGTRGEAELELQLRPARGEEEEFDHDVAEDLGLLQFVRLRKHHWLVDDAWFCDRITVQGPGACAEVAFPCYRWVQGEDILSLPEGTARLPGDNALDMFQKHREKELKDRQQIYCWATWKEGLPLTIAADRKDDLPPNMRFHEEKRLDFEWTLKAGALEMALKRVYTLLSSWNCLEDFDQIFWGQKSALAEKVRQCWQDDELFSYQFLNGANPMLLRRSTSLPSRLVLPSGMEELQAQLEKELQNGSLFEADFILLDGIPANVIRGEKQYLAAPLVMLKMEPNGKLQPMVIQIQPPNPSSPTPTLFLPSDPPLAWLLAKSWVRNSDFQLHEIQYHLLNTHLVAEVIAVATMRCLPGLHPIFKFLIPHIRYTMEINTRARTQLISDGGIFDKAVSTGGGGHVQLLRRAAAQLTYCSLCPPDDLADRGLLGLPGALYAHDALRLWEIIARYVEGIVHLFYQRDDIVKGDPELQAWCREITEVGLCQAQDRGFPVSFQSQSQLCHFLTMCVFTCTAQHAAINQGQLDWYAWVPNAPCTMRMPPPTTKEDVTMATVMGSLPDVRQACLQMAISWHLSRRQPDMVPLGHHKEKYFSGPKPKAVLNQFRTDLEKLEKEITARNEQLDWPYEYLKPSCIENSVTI
#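 Purified human 12hLO (150 nM final) in 25 mM Hepes, 0.01% Triton X-100, pH 7.0 was preincubated 15 min at room temperature with compound. Then 40 uM arachidonic acid was added, 30 min. Hydroperoxide was read by Fe-XO absorbance ratio 573/405 nm.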
# TRHR agonist – activates the human TRH receptor. 360,000 compounds, 0.18% hits. TRHR cells, calcium flux fluo-8, FDSS agonist mode. P34981. activation, % at 2 µM; in the data active = activation above about 30%; note: 0% is about no effect
#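 Steps: seed TRHR cells overnight; add fluo-8 no-wash Ca dye, RT 30 min–1.5 h; record 10 s baseline; pin-transfer compounds; monitor fluorescence 1 cycle/s for the agonist window. Calcium increases flag candidate agonists.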
# Pol iota inh – DNA polymerase iota (human) inhibition | Q9UNA4 | Pol iota fluorescent replication assay, 10 min | Potency, µM (top dose mostly 115 µM), for the others: top-dose activity, negative = inhibition, hits mostly inhibitors | 390,000 compounds, 1% hits | AID 588590; note: potency is the fitted concentration of half-maximal effect
#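 Fluorescent replication assay read twice, at 0 min and 10 min after adding 50 nM (final) substrate. Enzyme (10 nM) and compounds were first incubated 15 min at room temperature; enzyme-free buffer wells were negative controls.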
# ERG-DNA inh – ERG Ets/DNA interaction inhibition; P11308; fluorescence polarization, His-ERG Ets domain / labelled DNA; Potency, µM (doses to about 76.9 µM), inactives show at the top dose FP activity, negative = inhibition, usual class: inhibitors; 370,000 compounds, 0.028% hits; AID 624246; active = well fitted inhibition curve with a large enough effect in the polarisation, with a control signal flat; inconclusive = small, poorly fitted or top-dose-only effect, or effect the other way, or a change in a side signal; inactive = no such curve, though single readings can be large or run the other way; the % refers to the polarisation;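 note: polarization taken with two DNA probes labelled with fluorescein and Texas red; potency is the fitted concentration of half-maximal effect; % of control where 0% means no effect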
#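 His-tagged ERG Ets domain (1 uM in the protein solution; 300mM KCl, 50mM Tris-HCl, 1mM EDTA, 1mM DTT, pH 7.5) received compound, then a probe mix of 5 nM fluorescein-DNA and 100nM Texas-615-DNA. Fluorescence polarization was read for both dyes.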
# POLB inh – DNA polymerase beta (human) inhibition. P06746. Pol beta primer extension/strand displacement, fluorescence kinetic. Potency, µM (doses to about 114 µM), inactives show at the top dose activity change, negative = inhibition, usual class: inhibitors. 340,000 compounds, 1.3% hits. AID 485314; note: potency is the fitted concentration of half-maximal effect; % is set by controls: 0 for no effect and ±100 for the full control effect
#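 Pol beta (10 nM) was preincubated with compound for 15 min at room temperature. The reaction was then started with 50 nM substrate and read immediately and after a further 10 min at room temperature.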
# BLM helicase inh – Bloom syndrome helicase (human) inhibition; P54132; 350,000 compounds, 0.2% hits; Potency, µM (doses to about 56.1 µM), for inactives: at the highest dose activity change, negative = inhibition, hits mostly inhibitors; recombinant BLM DNA unwinding, fluorescence dequenching;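 note: potency is the fitted concentration of half-maximal effect; plate controls were vehicle for no effect and no enzyme for full effect; nearly all actives have a fitted effect of over 35% in size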
# * = called active by the depositor; u = inconclusive; x = no result given; [ ] = dose if it differs, or a comment. Unless noted, calls come from the whole dose curve; as a rule, active = well fitted curve in the direction sought with a large enough effect; inconclusive = small, poorly fitted or top-dose-only effect, or another doubt; inactive = no such curve, though single readings can be large; an effect the other way counts as inactive or inconclusive. This is a subset; the hit share may differ from the screen's.
Compound	Anesthetic bind	POLK inh	APEX1 inh	ALOX12 inh	TRHR agonist	Pol iota inh	ERG-DNA inh	POLB inh	BLM helicase inh
Cc1ccc(NC(=O)C(=O)NCCN2CCN(Cc3ccc([N+](=O)[O-])cc3)CC2)cc1	-2%	-10%	8%	-27%	0.1	-8%	x	1%	1%
Cc1ccc(OCC(=O)NC(C)c2ccccc2)cc1 (stereo not drawn)	-9%	-14%	-6%	0%	-0.5	2%	-1%	8%	1%
NC(=O)c1ccc(NC(=O)COC(=O)c2c3c(nc4ccccc24)/C(=C\c2ccc4c(c2)OCO4)CCC3)cc1	64%[activator]	-7%[60.1 µM]	-1%	-24%	51*	-21%	5%	-8%	-5%
Cc1nn(CCCC(=O)NCCc2ccc(Cl)cc2)c(=O)c2c1sc1ccccc12	-4%	u	x	0%	0.5	27%	-5%	u	-5%
COC(=O)Cc1c(C)c2ccc(OCC(=O)N3CCOCC3)cc2oc1=O	-3%	-15%	-2%	108%[activator]	0.5	0%	-3%	6%	-1%
Cc1cc(C)c2c(c1)-c1c(ssc1=S)C(C)(C)N2C(=O)CSc1nncn1C	u	-1%	-8%	u	-0.6	19%	-4%	-1%	-5%
O=C(CSc1ccc(Cl)cc1)Nc1ccc(NC(=O)c2ccco2)cc1	-1%	-4%	0%	-8%	-0.7	-21%	x	0%	1%
CN(C)c1ccc(N2C(=O)CC(c3ccccc3)CC2=O)cc1	-1%	-3%	-3%	34%	-1.0	2%[58.9 µM]	7%	-6%	-2%
O=C(NC(=S)Nc1ccccc1Br)C1CCCC1	u	-5%	5%	u	-0.1	9%	-5%	-2%	-7%
COc1cccc(C2c3c(-c4ccccc4O)n[nH]c3C(=O)N2Cc2ccco2)c1 (stereo not drawn)	-3%	-13%	-5%	25%	-0.4	-4%	5%	-24%	-8%
CSCCC(NS(=O)(=O)c1ccc(C)cc1C)C(=O)Nc1cccnc1 (stereo not drawn)	x	-3%	-13%	-9%	x	61%[activator]	7%	x	x
CCOc1ccc(NC(=O)Cn2cc(C(=O)c3ccc(C)c(C)c3)c(=O)c3cc(OC)c(OC)cc32)cc1	-4%	-14%	x	-22%	1.3	18%	-7%	1%	-4%
C=CCNC(=O)C1CCN(S(=O)(=O)c2ccc3ccccc3c2)CC1	-9%	-13%	34%	-2%	-0.1	7%	-2%	2%	0%
CCC(CC)c1nnc(NC(=O)COc2ccc3c(C)cc(=O)oc3c2)s1	-9%	-3%	14%	u	0.7	-4%	7%	5%	-2%
C=COCCNC(=O)C1CC(=O)N(c2ccc(C)cc2)C1 (stereo not drawn)	-4%	-6%	-2%	0%	-0.4	5%	1%	-9%	0%
CCOC(=O)C(CC)n1cnc2c(nnn2-c2ccccc2)c1=O (stereo not drawn)	-10%	-3%	31%	x	0.5	23%	-4%	1%	-1%
O=C(C1COc2ccccc2O1)N1CCN(c2ccc([N+](=O)[O-])cc2)CC1 (stereo not drawn)	x	-33%	-42%	u	x	u	-7%	x	x
O=C1[C@H]2C(c3ccccc3)=NN(c3ccccc3)[C@H]2C(=O)N1c1ccccc1	551%[activator]	13%	-6%	u	-1.4	u	-1%	9%	-12%
O=C(CSc1nc(N2CCOCC2)nc(N2CCOCC2)n1)Nc1cccc(C(F)(F)F)c1	-6%	-7%	36%	79%[activator]	-0.3	33%[activator]	-9%	45%	-3%
CCOC(=O)C1CCN(S(=O)(=O)c2ccc3c(c2)CC(C)N3C(=O)C2CC2)CC1 (stereo not drawn)	-22%	4%	96%[activator]	3%	-1.1	19%	5%	1%	-2%
C=CCN1C(=O)C2(NNc3ccccc3O2)c2ccccc21 (stereo not drawn)	u	-9%	0%	u	7.5	-9%	0%	-9%	-5%
COc1cccc(CNC(=O)CCNS(=O)(=O)c2ccc3[nH]c(=O)oc3c2)c1	-7%	-10%	28%	x	0.2	u	7%	-7%	-2%
O=C(CN1CCOCC1)Nc1ncc(Br)cc1Br	4%	-9%	-1%	u	-0.2	22%	-5%	18%	-1%
CCOc1ncccc1C(=O)OCC(=O)Nc1cccc(S(=O)(=O)N2CCCCCC2)c1	x	-21%	8%	u	0.1	-4%	8%	x	x
CCN(CC)CCN1C(=O)C(=O)/C(=C(/O)c2ccc(S(=O)(=O)N3CCOCC3)cc2)C1c1ccc(C(C)C)cc1 (stereo not drawn)	-6%	3%	48%	u	0.8	8%	4%	3%	3%
O=C(c1ccc(F)cc1)N1CCCC(c2nc(-c3cccs3)no2)C1 (stereo not drawn)	-15%	0%	1%	u	-1.1	26%	-17%	5%	0%
COc1ccc(C(=O)n2nc(-c3ccc(C)cc3)nc2N)cc1OC	-3%	-10%	1%	264%[activator][57.4 µM]	3.1	9%	4%	11%	-2%
Cc1cccc(NC(=S)N(CCCN2CCOCC2)Cc2ccccn2)c1	-5%	-9%	6%	-3%	0.7	125%[activator]	7%	65%	1%
CCCC(C(=O)NCC1CCCO1)N(C(=O)CNS(=O)(=O)c1ccccc1)c1ccc(F)cc1 (stereo not drawn)	1%	-4%	8%	7%	-0.4	-5%	1%	50%	-4%
Cc1cnc(NC(=O)c2sc3ccccc3c2Cl)s1	-5%	-10%	-7%	5%	0.1	-15%	0%	5%	-3%
C=CCNC(=O)COC(=O)c1c2c(nc3ccccc13)CCC2	-6%	89µM*	23%	u	-0.3	22µM*	-1%	22µM*	-29%
O=C(Nc1cccc(-c2ccc(N3CCCCC3)nn2)c1)c1ccc(Br)o1	x	-6%	19%	u	-0.6	4%	-6%	x	x
CCCCN(C)C(=O)C1CCN(Cc2ccc(OCc3ccccc3)cc2)CC1	-11%	-4%	-6%	u	0.7	6%	-6%	1%	-8%
COc1ccc(NC(=O)C(C)n2nnc3sc(-c4ccccc4)cc3c2=O)cc1Cl (stereo not drawn)	-4%	10%	x	u	0.2	5%	7%	26%	2%
COc1ccc(-n2cnnc2SCC(=O)NC2CCCc3ccccc32)cc1 (stereo not drawn)	-7%	-9%	-5%	-9%	-0.7	-18%	0%	17%	1%
Cc1ccc(NC(=O)c2ccc(=O)[nH]n2)cc1S(=O)(=O)Nc1ccccc1Cl	x	2%	47%[activator]	254%[activator]	-0.2	2%	2%	x	x
CC1CCN(c2ccc(C(=O)Nc3ccc4c(c3)OCO4)cc2[N+](=O)[O-])CC1	-12%	-8%	-4%	-5%	-0.1	67%[activator]	-14%	-13%	-7%
COc1ccc(N(C)S(=O)(=O)c2cccc(C(=O)NCc3ccc(C)cc3)c2)cc1	x	-6%	35%	7%	0.4	3%	-13%	x	x
O=C(O)C1Cc2[nH]cnc2C(c2cccc([N+](=O)[O-])c2)N1 (stereo not drawn)	-4%	11%	3%	3%	0.3	19%	10%	3%	-6%
COc1ccc(Nc2nc(-c3cccs3)nc3ccccc23)c(OC)c1	67%[activator]	-6%	-7%	14%	0.3	u	-9%	16%	-5%
COc1ccc(Nc2cc(C)nc3nc(C)nn23)cc1Cl	244%[activator]	-19%	13%	-35%	-0.4	18%	12%	8%	-8%
c1ccc(SCc2nc(-c3cccnc3)no2)cc1	-1%	0%	-6%	257%[activator]	-0.3	4%	-4%	-5%	-3%
Cn1c(CC(=O)Nc2ccccc2F)nnc1SCC(=O)NC1CCCCC1	7%	9%	-12%	-13%	0.4	87%[activator]	-2%	52%	0%
COc1ccccc1CNC(=O)c1ccc(N(C)S(=O)(=O)c2ccc(C)cc2)cc1	-12%	3%	-5%	0%	2.1	89%[activator]	-18%	1%	-9%
CCc1cccc(CC)c1NC(=O)COC(=O)Cc1ccsc1	2%	-10%	24%	-6%	1.1	-13%	5%	6%	5%
CCOC(=O)C1=NN(c2ccccc2)C(=O)/C1=C\c1ccc(N(C)C)cc1	-11%	-8%	2%	u	0.0	-18%	-14%	4%	-1%
c1ccc(Cn2nnnc2CN2CCN(Cc3ccc4c(c3)OCO4)CC2)cc1	-6%	-8%	-2%	65%[activator]	0.9	-2%	0%	17%	2%
COc1ccc(-c2sc3cc(OC)c(OC)cc3c2C#CC2(O)CCCCC2)cc1	x	-7%	-22%	-22%	0.3	9%	-5%	x	x
Cc1ccc2cc(N)ccc2n1	-11%	3%	-4%	5%	0.4	92%[activator]	-11%	u	-2%
Cc1ccc([C@H]2C(C#N)=C(N)Oc3cc(C)oc(=O)c32)o1	-8%	-2%	15%	-20%	-1.2	57%[activator]	0%	14%	-5%
O=C(COc1ccc2c3c(c(=O)oc2c1)CCC3)NCCN1CCOCC1	2%	1%	-7%	-19%	0.9	12%	-3%	-1%	7%

# Structures listed above marked active in POLB inh:
Compound	POLK inh	ALOX12 inh	Pol iota inh	ERG-DNA inh	POLB inh	BLM helicase inh
C=CCNC(=O)COC(=O)c1c2c(nc3ccccc13)CCC2	89µM*	u	22µM*	-1%	22µM*	-29%

# A draw from above in order of molecular weight, rising:
Compound	Anesthetic bind	POLK inh	APEX1 inh	ALOX12 inh	TRHR agonist	Pol iota inh	ERG-DNA inh	POLB inh	BLM helicase inh
O=C(CN1CCOCC1)Nc1ncc(Br)cc1Br	4%	-9%	-1%	u	-0.2	22%	-5%	18%	-1%
c1ccc(Cn2nnnc2CN2CCN(Cc3ccc4c(c3)OCO4)CC2)cc1	-6%	-8%	-2%	65%[activator]	0.9	-2%	0%	17%	2%
COc1ccc(-n2cnnc2SCC(=O)NC2CCCc3ccccc32)cc1 (stereo not drawn)	-7%	-9%	-5%	-9%	-0.7	-18%	0%	17%	1%
